Dengue virus CPE: antivirals protecting cells from dengue CPE – CPE readout, HTS (AID 540333). Dengue virus CPE inhibition in host cells; hits give high values. 10,000 compounds, 3.1% hits. CPE inhibition, % at 20 µM; in the data active = CPE inhibition mostly above about 9.1%, no sharp cut-off; inactive = mostly below about 7.2%
* marks the source's active call; other numbers are inactive results; i = inactive.

SMILES | Dengue virus CPE
O=C(O)CCCCCn1c(SCC(=O)c2ccc(O)c(O)c2)nc2ccsc2c1=O | i
Cc1ccc(-n2c(=S)[nH]c3nc4c(cc3c2=O)COC(C)(C)C4)cc1 | i
CCOc1cc(/C=N/O)ccc1OCc1ccc(C)cc1 | i
CCOc1ccc(N=Nc2cc(C(C)C)ccc2O)cc1 | 2.4
CCOc1cc(/C=C2\C(=O)N(c3cccc(C(F)(F)F)c3)C(=O)c3ccccc32)ccc1O | 17.1*
CC(C)c1ccc(C(=O)NC(=S)NCc2cccnc2)cc1 | 0.6
O=C(CCNS(=O)(=O)c1c(Cl)cccc1Cl)OCC(=O)c1ccccc1F | i
O=C(Nc1ncc(Cc2cccc(Cl)c2)s1)c1ccc([N+](=O)[O-])cc1 | 0.5
COc1ccc(C(=O)NCCCCCC(=O)N/N=C/c2ccco2)cc1OC | i
COC(=O)[C@H]1[C@@H](C)N(Cc2ccccc2)C(=O)N[C@H]1c1cccc(C(F)(F)F)c1 | 0.3
O=C(CSc1nnc(-c2ccccc2)n1-c1ccc(Cl)cc1)N/N=C/c1ccco1 | 0.1
CC(C)NC(=O)Cn1c(=O)cnc2ccccc21 | i
Cc1ccc(C2=NN=C(NC(=O)CSc3nnc4c5ccccc5n(C)c4n3)SC2)cc1 | 1.0
O=Nc1c(O)[nH]c2c(F)cccc12 | 2.3
COc1ccc(OC)c(NC(=S)NCc2cccs2)c1 | i
O=C(CCCN1C(=O)c2cccc3cccc(c23)C1=O)N1CCN(c2ccccc2)CC1 | i
Cc1cc(C)cc(C(=O)NC(=S)Nc2ccc(-c3cc4ccccc4oc3=O)cc2)c1 | 1.2
CN1CCN(C(=S)Nc2cccc(Cl)c2)CC1 | 1.0
CCCCc1c(C)nc2c(OC)cccc2c1SCCC(=O)O | 0.3
O=C(Oc1coc(CSc2nnc(NC(=O)c3cccs3)s2)cc1=O)c1ccccc1 | i
COc1cccc(/C=C/C(=C2/C(=O)N(c3ccccc3)N=C2C)c2ccc(Br)cc2)c1OC | 0.2
Cc1cccc(N2CCN(c3ccc(N4C(=O)CCCC4=O)cc3[N+](=O)[O-])CC2)c1C | 0.4
O=C(NCc1nnc(SCc2ccc(F)cc2)n1-c1ccc(F)cc1)C12CC3CC(CC(C3)C1)C2 | 9.9*
Cc1ccc(NC(=O)CNc2ccc(Cl)c(Cl)c2)cc1S(=O)(=O)N(C)C | 20.7*
CN1CCN(/N=C/c2nc(-c3ccccc3)n3ccccc23)CC1 | 0.4
Cc1cccc(NC(=O)c2cc(Cl)sc2Cl)c1C | 1.6
Cc1ccc(SCC(=O)c2c(C)[nH]c3ccccc23)cc1 | i
Cc1c(NC(=O)c2ccc(Cl)s2)c(=O)n(-c2ccccc2)n1C | i
Cc1ccc(N=C2NC(=O)/C(=C\c3ccco3)S2)cc1 | 0.6
CC1=C(C)CC(C(=O)NNC(=O)c2csc3c2CCC(C(C)(C)C)C3)C(C(=O)O)C1 (stereo not given) | 1.3
CN(C)S(=O)(=O)c1cccc(NC(=O)COC(=O)/C=C/c2ccco2)c1 | i
COC(=O)c1ccc(CSc2nnc(-c3ccc4c(c3)OCO4)n2-c2ccccc2)o1 | 1.6
CCCCNc1nc2ccccc2n1CC(=O)Nc1c(C)cccc1CC | i
Cc1ccc(C)c(NC(=O)CSc2nc3c(oc4ccccc43)c(=O)n2-c2ccccc2)c1 | 1.2
O=C(/C=C/Nc1ccc([N+](=O)[O-])cc1)c1ccc(Br)cc1 | 0.2
N#Cc1c(-c2ccccc2)nc(SCC(=O)Nc2ccccc2F)[nH]c1=O | i

Rewritten as labelled records: 2 of the compounds above.
> Cc1ccc(C)c(NC(=O)CSc2nc3c(oc4ccccc43)c(=O)n2-c2ccccc2)c1
  Dengue virus CPE: 1.2
> O=C(/C=C/Nc1ccc([N+](=O)[O-])cc1)c1ccc(Br)cc1
  Dengue virus CPE: 0.2

Next section.
SMILES | Dengue virus CPE
CCc1ccc(OCC(=O)NC(NC(=S)Nc2ccccc2OC)C(Cl)(Cl)Cl)cc1 (stereo not given) | 12.2*
COCCn1c(SCC(=O)Nc2ccc(C)cc2C)nc2c(oc3ccccc32)c1=O | 1.8
O=C(c1cccc2ccccc12)N1CCN=C1SCc1ccc([N+](=O)[O-])cc1 | 1.1
OCC[C@H]1C[C@H](O)[C@@H](O)[C@]2(Cc3ccccc3O2)O1 | i
CCCCC(=O)Nc1cccc(NC(=S)NC(=O)Cc2ccccc2)c1 | 0.5
COc1ccc(OC)c(C(=O)c2ccc(C(=O)Nc3ccccc3)cc2)c1 | i
O=C(Nc1cccc(Cl)c1)c1ccc(F)c(S(=O)(=O)NCc2cccs2)c1 | 11.8*
CCC1CCC/C1=N\NC(=O)CCC(=O)Nc1ccccc1Cl (stereo not given) | i
CCOc1ccc(/C=C/C(=O)Nc2ccccc2C(F)(F)F)cc1 | i
O=C(O)c1cccnc1Sc1ccccc1 | i
C=CCc1ccccc1OCCNCCCOC | i
O=C1C=C(N2CCOCC2)CCC1 | 0.8
CCOC(=O)/C(N=Nc1c(C)n(C)n(-c2ccccc2)c1=O)=C(\C)O | 1.1
CC(C)NC(=S)NC(=O)/C=C/c1ccc(F)cc1 | 1.4
Cc1cc(C(=O)NCc2ccc(S(N)(=O)=O)cc2)ccc1[N+](=O)[O-] | i
COc1ccc(-c2c(C#Cc3ccsc3)c3cc(-c4ccc(OC)c(F)c4)ccc3n2C)cc1 | 0.1
CCOC(=O)CSc1ncnc2c1c(-c1ccccc1)cn2-c1ccc(OC)cc1 | 2.1
O=C(/C=C/c1ccc([N+](=O)[O-])cc1)NCc1ccco1 | i
O=C(CSc1nc2ccc(NC(=O)C3CCCCC3)cc2s1)NCC1CCCO1 (stereo not given) | i
CCCN(CC(=O)Nc1ccc(Cl)cc1Cl)C(=O)/C=C/c1ccco1 | i
COc1ccc(OCC(=O)Nn2c(-c3ccc(OC)cc3)nc3ccccc3c2=O)cc1 | i
COc1ccc(CCNC(N)=S)cc1OC | i
CCCCCCSc1ccc([C@@H]2[C@@H]3C(=O)N(CC)C(=O)[C@@H]3[C@]3(C(=O)OC)CCCCN23)cc1 | 16.4*
O=S(=O)(NCC1CCCO1)c1ccc(S(=O)(=O)N(Cc2ccc(F)cc2)Cc2ccco2)cc1 (stereo not given) | 2.7
O=Cc1cc([N+](=O)[O-])ccc1N1CCOCC1 | 0.0
Cc1cccc(C)c1NC(=O)CSc1ccc([N+](=O)[O-])cn1 | 0.3
Cc1c(C(N)=O)c(-c2ccccc2)nn1-c1ccccc1 | 0.4
Cc1cc(Cl)ccc1NC(=S)N1CCN(Cc2ccccc2)CC1 | 0.6
O=S(=O)(NCC(Nc1ccc(Cl)cc1)c1ccccc1)c1ccccc1 (stereo not given) | i
C=CCNC(=O)CSc1cc([N+](=O)[O-])cc(S(=O)(=O)Cc2ccccc2)c1 | i
O=C1CCC([N+](=O)[O-])C(c2ccc(Br)cc2)N1 (stereo not given) | i
Cc1nn(-c2ccccc2)c(N2CCCC2)c1/C=N/NC(=O)c1cc(-c2cccnc2)nc2ccccc12 | 5.4
COc1ccc(CCCC(=O)NCc2ccccc2)cc1C | i
Cc1ccc(S(=O)(=O)Nc2cc(C(F)(F)F)ccc2N2CCOCC2)c(C)c1 | 2.7
O=C(N/N=C/c1ccccn1)C12CC3CC(CC(C3)C1)C2 | i
O=C(Nc1ccccc1F)c1ccc(Br)o1 | i
COc1ccc(CCN2C(=O)CS/C2=N\NC(=O)c2ccc(C(C)(C)C)cc2)cc1OC | 1.7
CCCNC(=O)C(Cc1ccccc1)NC(=O)c1ccc(-c2ccccc2)cc1 (stereo not given) | 8.2
CC1=CC(c2ccccc2)NC(=S)N1 (stereo not given) | i
CC(=O)Nc1ccc(OC(=O)c2cc3cc(Br)ccc3oc2=O)cc1 | 0.9
Cc1ccc(C)c(-n2c(-c3csc(C)c3C)n[nH]c2=S)c1 | 0.2
NS(=O)(=O)c1ccc(CCN=Cc2ccccc2O)cc1 | 0.8
CCN1CCCn2c1nc1c2c(=O)n(C)c(=O)n1C | i
COc1ccc(OC)c(/C=C/C(=O)OCC(=O)Nc2cccc(Oc3ccccc3)c2)c1 | 0.5
O=C(O)C12C[C@H]3C[C@@H](C1)CC(n1ncc(N4CCN(c5ccccc5)CC4)c(Cl)c1=O)(C3)C2 | i
O=C(NC(=S)Nc1ccccc1N1CCOCC1)c1ccc(-c2cc(Cl)ccc2Cl)o1 | 3.0
Cc1cc(C)n(-c2ccc(C)c(Cl)c2)n1 | i
Cc1cc(Nc2ccc(Cl)cc2)nc(NCc2ccccc2)n1 | i

Some of the entries above in another layout.
mol,Dengue virus CPE
C=CCNC(=O)CSc1cc([N+](=O)[O-])cc(S(=O)(=O)Cc2ccccc2)c1,i
O=C1CCC([N+](=O)[O-])C(c2ccc(Br)cc2)N1 (stereo not given),i
Cc1nn(-c2ccccc2)c(N2CCCC2)c1/C=N/NC(=O)c1cc(-c2cccnc2)nc2ccccc12,5.4
COc1ccc(CCCC(=O)NCc2ccccc2)cc1C,i
Cc1ccc(S(=O)(=O)Nc2cc(C(F)(F)F)ccc2N2CCOCC2)c(C)c1,2.7
O=C(N/N=C/c1ccccn1)C12CC3CC(CC(C3)C1)C2,i
O=C(Nc1ccccc1F)c1ccc(Br)o1,i
COc1ccc(CCN2C(=O)CS/C2=N\NC(=O)c2ccc(C(C)(C)C)cc2)cc1OC,1.7
CCCNC(=O)C(Cc1ccccc1)NC(=O)c1ccc(-c2ccccc2)cc1 (stereo not given),8.2
CC1=CC(c2ccccc2)NC(=S)N1 (stereo not given),i
CC(=O)Nc1ccc(OC(=O)c2cc3cc(Br)ccc3oc2=O)cc1,0.9
Cc1ccc(C)c(-n2c(-c3csc(C)c3C)n[nH]c2=S)c1,0.2
NS(=O)(=O)c1ccc(CCN=Cc2ccccc2O)cc1,0.8
CCN1CCCn2c1nc1c2c(=O)n(C)c(=O)n1C,i
COc1ccc(OC)c(/C=C/C(=O)OCC(=O)Nc2cccc(Oc3ccccc3)c2)c1,0.5
O=C(O)C12C[C@H]3C[C@@H](C1)CC(n1ncc(N4CCN(c5ccccc5)CC4)c(Cl)c1=O)(C3)C2,i
O=C(NC(=S)Nc1ccccc1N1CCOCC1)c1ccc(-c2cc(Cl)ccc2Cl)o1,3.0
Cc1cc(C)n(-c2ccc(C)c(Cl)c2)n1,i
Cc1cc(Nc2ccc(Cl)cc2)nc(NCc2ccccc2)n1,i

(continued)
SMILES | Dengue virus CPE
O=C(O)CC(Cc1ccc(Cl)cc1)C(=O)NCc1ccccc1 (stereo not given) | 0.4
COc1ccc(C2=CC(=O)C[C@H](c3ccc4c(c3)OCO4)C2)cc1 | 0.3
O=C(COC(=O)c1ccc(-c2nnc(-c3ccccc3)o2)cc1)c1ccccc1 | i
Cc1cccc(N2C(=O)c3cccc4c(N5CCCCC5)c([N+](=O)[O-])cc(c34)C2=O)c1C | 1.4
COc1ccc(/C=C(\C#N)C(=O)OCC(=O)Nc2c(C)cccc2C)cc1 | i
COc1ccc(-c2noc3c2-c2nc(-c4ccccc4Cl)sc2CC3)cc1 | 0.4
COc1ccc(/C(N)=N/OC(=O)Cc2ccccc2[N+](=O)[O-])cc1 | 0.4
CC1=C(C(=O)OCc2ccccc2)C(c2cccc3ccccc23)NC(=O)N1CCCC(=O)O (stereo not given) | 1.8
C=CCOc1ccc(/C=N/N2C(=O)C(CC(=O)Nc3ccc(F)cc3F)SC2=NC)cc1 (stereo not given) | 0.8
Cc1cc(C)c(NC(=O)COC(=O)/C=C/c2cccc(C(F)(F)F)c2)c(C)c1 | 0.8
CC1CCCC(NC(=S)NC(=O)c2ccccc2Br)C1C (stereo not given) | 21.1*
CCCn1c(NC(=S)Nc2ccccc2)nc2ccccc21 | 0.6
CS(=O)(=O)Oc1ccc(Br)cc1/C=C1/N=C(c2ccco2)OC1=O | 0.4
Cc1cccc(N2CCN(C(=S)c3ccc([N+](=O)[O-])cc3)CC2)c1 | i
COc1ccc(/C=C2\C(=O)OCc3cc(OC)c(OC)cc32)cc1OC | i
O=C(COc1cccnc1[N+](=O)[O-])Nc1cccc(S(=O)(=O)N2CCCCC2)c1 | 1.9
COc1ccccc1OCC(=O)NNC(=O)c1cccs1 | i
Cc1ccc(-c2nn(-c3ccccc3)cc2C(=O)OCC(=O)Nc2ncc(Cl)cc2Cl)cc1 | 0.1
CC1CCCCC1NC(=S)NC(=O)c1ccccc1Br (stereo not given) | 0.9
CCCOc1ccc(NC(=O)C2CC(=O)N/C(=N/N=C(\C)CCc3ccc4c(c3)OCO4)S2)cc1 (stereo not given) | 1.4
CC(SCc1ccccc1)C(=O)N/N=C/c1cccs1 (stereo not given) | 0.0
C=C(C)c1cccc(C(C)(C)NC(=O)Nc2ccc(C(C)=O)cc2)c1 | 0.8
COc1cc(/C=N/O)cc(Br)c1OC | i
CCNS(=O)(=O)c1ccc(CCC(=O)Nc2ccccc2C(=O)OC)cc1 | i
CCC(=O)Nc1ccc(C(=O)CSc2nnc(-c3ccc(NS(C)(=O)=O)cc3)n2C)cc1OC | 0.1
COc1ccc(/C=C2\C(=O)NC(=S)N2C(=O)c2ccc(C)cc2)cc1 | i
CCCc1nnc(NC(=O)CCC(=O)N2CCN(C3c4ccccc4-c4ccccc43)CC2)s1 | i
Cc1ccccc1N1Cc2ccccc2C1 | 0.0
O=C(Nc1ccccc1N1CCOCC1)C1CCN(S(=O)(=O)c2cccc(C(F)(F)F)c2)CC1 | 0.2
COc1ccc(CNC(=O)CCCc2ccccc2)cc1 | i
CC/C(=N\NC(=S)Nc1cc(C)ccc1C)c1ccc(OC(F)F)cc1 | 1.4
COC(=O)NNC(=O)C1CCC(C)CC1 (stereo not given) | i
CCn1c(SCC(=O)Nc2ncc(C(F)(F)F)cc2Cl)nnc1-c1cccc(C)c1 | 0.4
Cc1cc(N/N=C/c2ccccc2Cl)nc(NCc2ccccc2)n1 | i
O=[N+]([O-])c1ccc(N2CCNCC2)c(S(=O)(=O)N2CCOCC2)c1 | i
Cc1cccc2cc(C3CC(c4ccco4)=NN3C(=O)CCC(=O)O)c(Cl)nc12 (stereo not given) | i
S=C(NCCc1ccccn1)NC1CCCCC1 | i
Cc1ccc(-n2nnnc2/C=C\Nc2cc(C)on2)cc1 | 0.0
Cc1cccn2c(=O)c(/C=C(\C#N)C(=O)NCc3ccco3)c(N3CCC(C(N)=O)CC3)nc12 | 0.3
Cc1[nH]c(=S)sc1Cc1ccc(F)cc1 | i
O=C(Cc1ccccc1)Nc1cc(Cl)ccc1Sc1ccccc1 | 0.5
CCN(Cc1ccccc1)C(=O)C1CCN(CC2CC=CCC2)CC1 (stereo not given) | i
COc1ccc(C(=O)N/N=C(\C)CC(=O)N2CCN(C=O)CC2)cc1 | i

This is a subset; count on the stated rates, not on these rows.
